# High-throughput results (PubChem BioAssay)
# Cneo AK release – causes C. neoformans cell lysis. adenylate kinase release luminescence, 4 h; normalised: neutral wells 0, clomiphene wells 100. lysis activity, % at 15 µM. 360,000 compounds, 0.2% hits;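 active = mean lysis activity across replicates of at least 80%, whatever share of replicates individually reach that level; inactive = mean lysis activity below 80%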
#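 Material: C. neoformans cells | Amount: Yeast cell density of 5 × 10^6 cells/mL | Medium: Fresh YPD growth medium | Dosing: Single dose | Times: Static 4 h at 37 °C with compound, 1 h detection | Detection: AK luminescence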
# RAD52 inh – blocks human RAD52 DNA annealing. AID 651710. recombinant RAD52 DNA annealing, FRET fluorescence. 360,000 compounds, 0.46% hits. inhibition, % at 18.7 µM. P43351;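 active = every replicate showing at least 50% inhibition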
# E-sel inducer – E-selectin induction on HUVECs. P16581. HUVEC E-selectin immunofluorescence imaging; normalized: neutral wells 0, TNF-alpha wells 100. activation, % at 7.58 µM. 260,000 compounds, 0.37% hits;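 active = mean E-selectin-positive cell signal at least 10% of the positive control, reached in at least 60% of replicates, without over 20% cell loss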;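 note: in these data hits start at about 27%; measured in HUVEC primary endothelial cells; signal is the percent of cells scored E-selectin positive by PE staining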
#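 assay system = HUVEC, human umbilical vein endothelial cells | input = 3,000 HUVEC seeded per well | medium = EGM-2 growth medium on 0.1% gelatin-coated wells | dosing = one compound dose added by pin transfer | signal = immunofluorescence imaging | read-out basis = % PE-positive cells | control set = TNF-alpha, DMSO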
# PglD DTNB – inhibitors of Campylobacter jejuni PglD acetyltransferase | purified PglD enzyme, DTNB colorimetric CoA detection | inhibition, % at 12.5 µM | 360,000 compounds, 0.098% hits | AID 602405; in the data active = inhibition above about 16%, passing the limit was not always enough; note: strong numbers were not always called active
# RAD54 branch – inhibitors of human RAD54 branch migration; Q92698; RAD54 Holliday junction branch migration, FAM/BHQ fluorescence; 360,000 compounds, 0.14% hits; inhibition, % at 10.4 µM; AID 602329;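 active = mean normalized replicate activity at least 40 and at least half of replicates scoring 40 or more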;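 note: 0% = median of neutral control wells and 100% = median of positive control wells; inhibitors cause a drop in the FAM fluorescence signal; in these data hits start at about 50%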
# Target sequence (Q92698 whole entry, looked up): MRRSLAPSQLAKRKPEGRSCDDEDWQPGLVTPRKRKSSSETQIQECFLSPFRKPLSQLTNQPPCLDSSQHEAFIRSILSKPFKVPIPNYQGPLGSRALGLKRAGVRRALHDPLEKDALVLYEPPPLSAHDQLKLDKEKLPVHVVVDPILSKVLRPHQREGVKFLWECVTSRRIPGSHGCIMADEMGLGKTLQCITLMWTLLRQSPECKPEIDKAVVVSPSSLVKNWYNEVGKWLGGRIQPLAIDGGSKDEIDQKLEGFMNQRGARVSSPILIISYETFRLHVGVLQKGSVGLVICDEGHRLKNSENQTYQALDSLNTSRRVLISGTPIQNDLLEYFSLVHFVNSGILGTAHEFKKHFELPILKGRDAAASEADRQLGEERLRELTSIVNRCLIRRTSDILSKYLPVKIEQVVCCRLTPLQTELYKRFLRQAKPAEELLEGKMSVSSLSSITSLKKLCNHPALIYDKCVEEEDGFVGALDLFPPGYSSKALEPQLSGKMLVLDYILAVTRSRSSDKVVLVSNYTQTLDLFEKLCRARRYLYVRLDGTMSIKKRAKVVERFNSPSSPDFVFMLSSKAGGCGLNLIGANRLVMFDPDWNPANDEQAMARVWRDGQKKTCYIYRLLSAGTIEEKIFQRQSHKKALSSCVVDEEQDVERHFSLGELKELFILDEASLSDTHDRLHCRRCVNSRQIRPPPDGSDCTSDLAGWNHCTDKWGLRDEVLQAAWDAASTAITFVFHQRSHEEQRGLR
# miR122 inh – blocks miR-122 activity in Huh7 sensor cells | Huh7 miR-122 Renilla luciferase sensor, 48 h; neutral wells = 0, positive control = 100 | activation (reporter increase), % at 12.5 µM | 340,000 compounds, 0.3% hits | AID 602342;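 active = mean replicate activation score at least 90 and every replicate individually at or above 90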;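 note: higher luciferase means less miR-122 activity so hits act as miR-122 inhibitors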
# PGC1a acetyl inh – PGC1a acetylation modulation, inhibitor mode; 350,000 compounds, 0.17% hits; AID 651687; U2OS PGC1a acetylation, AlphaScreen anti-acetyl-lysine; with virally co-expressed GCN5 acetyltransferase; inhibition, % at 15.6 µM;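 active = every replicate shows inhibition of at least 40%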;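 note: 0% = neutral control wells and 100% = positive control wells; some results beyond the cut were filed as inactive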
# ERAP1 inh – blocks human ERAP1 aminopeptidase activity | recombinant ERAP1, Leu-AMC fluorescence, 60 min | inhibition, % at 10.7 µM | 340,000 compounds, 0.15% hits | AID 652197;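 active = mean replicate inhibition of at least 30%, or all replicates individually reaching that 30% level; inactive = mean below 30% and not every replicate reaching it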;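 note: 0% = neutral control wells and 100% = L-leucinethiol positive control wells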
# The depositor's hits bear a star; x = no result given; [ ] = another dose, or the depositor's remark.
# Each structure is followed by: miR122 inh, ERAP1 inh, PGC1a acetyl inh, Cneo AK release, RAD54 branch, E-sel inducer, RAD52 inh, PglD DTNB
C[C@H](NC(=O)c1nc[nH]c1C(=O)N[C@@H](Cc1ccccc1)C(=O)OC(C)(C)C)C(=O)OC(C)(C)C
→ 1, -5, 2, 1, 2, 1.1, -11, -7
O=C(CN(C(=O)CSc1nnc(COc2ccccc2)o1)c1ccc(F)cc1)NC1CCCCC1
→ -3, x, -12, 1, -5, x, x, -6
CC1(C)CC(N2CCN(Cc3ccccc3)CC2)=CC(=[N+]2CCCCC2)C1
→ -19, 27, -9, 0, x, x, -3, 3
C/C(=N/Oc1nc(C)cc(C)n1)c1ccc(Cl)cc1Cl
→ x, 4, x, 13, 3, x, -16, 0
Cc1ccc(C(=O)N2[C@@H]3CN(C)C(=O)[C@@]2(C)[C@H]2C(=O)N(Cc4ccccc4)C(=O)[C@@H]32)cc1
→ -1, -3, 1, 2, -6, -0.1, -11, 3
NC(=O)C1=C[C@H](c2coc3ccccc3c2=O)C[C@H](OCc2ccc(CO)cc2)O1
→ x, -4, x, 4, -1, -0.1, -11, -4
O=C(COc1ccccc1)NC(=S)Nc1cccc2cc(O)ccc12
→ 3, 2, 4, 0, -3, 0.9, -14, 1
O=C(C[C@@H]1C[C@@H]2c3cc(NC(=O)c4ccc5c(c4)OCO5)ccc3O[C@@H]2[C@@H](CO)O1)NCc1ccc(Cl)cc1
→ -5[16.7 µM], -4, -3, 13, 3, -0.2, -9, -3
O=C(COc1cc2oc(=O)c3c(c2cc1Cl)CCC3)NCCN1CCOCC1
→ -1, 2, -9, 5, 2, 4.0, -5, -1
Cc1cc(OCC(=O)Nc2nnc(C3CC3)s2)ccc1Cl
→ 0, -3, 3, 0, -9, -0.2, -15, -2
Cc1ccc(OCC(=O)Nc2ccc(S(=O)(=O)N3CCN(C)CC3)cc2)cc1
→ 4, x, 12, 2, -8, x, x, 7
COc1ccc(NC(=O)NCCCN2CCN(c3cc(C)ccc3C)CC2)cc1
→ x, 5, x, 14, 10, 1.0, 3, 6
Cc1ccc(NC(=O)c2cnccn2)cc1S(=O)(=O)N(C)C
→ 4, 0, 11, x, -4, -2.1, -4, -5
C[C@@H]1CN([C@@H](C)CO)C(=O)Cc2cc(NC(=O)C3CCCCC3)ccc2O[C@@H]1CN(C)Cc1ccc(C(=O)Nc2ccccc2N)cc1
→ 5[16.7 µM], 1, -19, 3, 1, 0.1, -6, 9
Cc1ccc(CNC(=O)COC(=O)c2ccc(S(=O)(=O)N(C)C)cc2)cc1
→ -5, -2, 4, 1, -12, 3.4, -2, 2
C[C@@H]1CN([C@H](C)CO)C(=O)c2cccc(NS(=O)(=O)c3cccs3)c2O[C@H]1CN(C)Cc1ccc(C(=O)O)cc1
→ 1[16.7 µM], -2, 4, -2, -10, x, 11, -1
CCOc1ccc(NS(=O)(=O)c2coc(C(N)=O)c2)cc1
→ 1, x, 3, 1, -5, -0.1, -10, 1
O=C(OCCN1C(=O)c2ccccc2C1=O)C1CCN(S(=O)(=O)c2cccs2)CC1
→ -5, x, -3, -2, 0, x, x, -2
CN(C)C(=O)c1ccc(-c2ccc([C@H]3[C@@H](CO)N4CCCCN(C(=O)C5CCCC5)C[C@H]34)cc2)cc1
→ -28[16.7 µM], -1, 0, -1, 2, x, 11, 8
O=C1c2ccccc2C(=O)N1CCCCNc1ccccc1
→ -21, 1, 4, x, x, x, 1, x
COc1ccc(-c2cn(CC[C@H]3CC[C@@H](NC(=O)c4cnccn4)[C@H](CO)O3)nn2)cc1
→ x, 4, 0, 10, 7, 1.6, -19, -1
COc1ccc(NC(C)=O)cc1S(=O)(=O)Nc1cccc(S(=O)(=O)NC2=NCCC2)c1
→ 5, 1, 8, 1, -1, -0.4, -9, -6
O=C(CCc1nc(-c2ccccc2)no1)NC1CCCCC1
→ -12, x, -6, -4, -3, x, x, 5
C[C@@H]1CCCCO[C@H](CN(C)CC2CCCCC2)[C@H](C)CN([C@H](C)CO)C(=O)c2cc(NC(=O)Cc3ccccc3)ccc2O1
→ -6[16.7 µM], -1, -12, 2, 3, 1.5, 0, -1
COc1cc(C2Nc3ccccc3C(=O)N2c2ccc(Cl)cc2)c(Cl)cc1OCC(=O)O (stereo not drawn)
→ -5, x, x, -6, 4, x, x, 3
CC(C)NC(=O)N(C)C[C@H]1Oc2ccc(NC(=O)CCN3CCOCC3)cc2CC(=O)N([C@H](C)CO)C[C@H]1C
→ 5[16.7 µM], 2, -1, 0, -3, -0.2, 0, 0
COc1ccc2c(C(=O)c3ccc(C)cc3)n(Cc3ccc(C(N)=O)cc3)[n+]([O-])c2c1
→ 6, -1, -2, -1, 4, 0.8, -21, -4
CN1CCc2c(C#N)c(N3CCOCC3)nc(NCC3CCCO3)c2C1 (stereo not drawn)
→ 0, x, 11, -2, -3, x, -17, 6
COCC#Cc1ccc2c(c1)O[C@H](CN(C)C(=O)C1CC1)[C@H](C)CN([C@@H](C)CO)S2(=O)=O
→ 2[16.7 µM], 0, -3, 8, 7, -0.2, -10, 0
Cc1cccc(Nc2ccccc2C(=O)OCC(=O)N(C)C2CCS(=O)(=O)C2)c1C (stereo not drawn)
→ -2, x, -6, 0, -7, x, x, 4

# An excerpt from above, reduced to ERAP1 inh and PglD DTNB:
Structure,ERAP1 inh,PglD DTNB
Cc1ccc(NC(=O)c2cnccn2)cc1S(=O)(=O)N(C)C,0,-5
C[C@@H]1CN([C@@H](C)CO)C(=O)Cc2cc(NC(=O)C3CCCCC3)ccc2O[C@@H]1CN(C)Cc1ccc(C(=O)Nc2ccccc2N)cc1,1,9

# Four structures already listed, sorted by length of the SMILES, low to high.
# Each structure is followed by: miR122 inh, ERAP1 inh, PGC1a acetyl inh, Cneo AK release, RAD54 branch, E-sel inducer, RAD52 inh, PglD DTNB
O=C(CCc1nc(-c2ccccc2)no1)NC1CCCCC1
→ -12, x, -6, -4, -3, x, x, 5
O=C(OCCN1C(=O)c2ccccc2C1=O)C1CCN(S(=O)(=O)c2cccs2)CC1
→ -5, x, -3, -2, 0, x, x, -2
CN(C)C(=O)c1ccc(-c2ccc([C@H]3[C@@H](CO)N4CCCCN(C(=O)C5CCCC5)C[C@H]34)cc2)cc1
→ -28[16.7 µM], -1, 0, -1, 2, x, 11, 8
Cc1ccc(C(=O)N2[C@@H]3CN(C)C(=O)[C@@]2(C)[C@H]2C(=O)N(Cc4ccccc4)C(=O)[C@@H]32)cc1
→ -1, -3, 1, 2, -6, -0.1, -11, 3

# (listing goes on)
# Each structure is followed by: miR122 inh, ERAP1 inh, PGC1a acetyl inh, Cneo AK release, RAD54 branch, E-sel inducer, RAD52 inh, PglD DTNB
COCC(=O)N1CCCCN2[C@H](CO)[C@@H](c3ccc(-c4ccc(OC)cc4)cc3)[C@@H]2C1
→ -3[16.7 µM], 0, 2, -3, 2, -0.2, -20, 2
CCc1cc(C(=O)NNC(=S)NC2CCCCC2)cs1
→ x, 0, x, -2, 10, -0.6, -16, 0
CCc1ccc2nc3sc(C(=O)Nc4nnc(CC)s4)c(N)c3cc2c1
→ -7, -1, -11, 0, -6, x, -21, 4
CCC(=O)N(C)C[C@@H]1Oc2cc(C#CC3CCCCC3)ccc2S(=O)(=O)N([C@H](C)CO)C[C@H]1C
→ 13[16.7 µM], 0, -1, 4, 3, 0.0, 0, 4
CC(=O)Nc1ccc(Sc2ncccc2C(=O)Nc2cc(Cl)cc(Cl)c2)cn1
→ -4, 2, -12, 1, 1, x, 11, -6
CC1CCCC(NC(=O)CCC(=O)N2CCOc3ccccc32)C1C (stereo not drawn)
→ -3, -2, -7, 3, -5, x, -3, 1
CC(C)NC(=O)N(C)C[C@H]1OCCCC[C@H](C)Oc2ccc(NS(C)(=O)=O)cc2C(=O)N([C@H](C)CO)C[C@@H]1C
→ 1[16.7 µM], -5, 2, -2, -12, 0.1, 5, -5
CCOC(=O)N1CCN(C(=O)CSC2=NS(=O)(=O)c3cc(Cl)ccc3N2)CC1
→ -6, -6, 2, 2, -8, -1.2, -13, 9
CC/C(=N\NC(=O)CSCc1ccccc1Br)c1ccc2c(c1)OCCO2
→ 6, x, -7, 2, -10, x, x, 4
NS(=O)(=O)c1ccc(NC(=O)c2cc(Cl)sc2Cl)cc1
→ 12, -2, -1, -1, 2, x, -7, 4
CC(=O)Nc1ccc2nc(N)sc2c1
→ 9, x, 5, -1, 4, x, x, -2
O=C(NNC(=S)NCc1ccco1)c1ccc(S(=O)(=O)N2CCOCC2)cc1
→ x, 0, 4, x, x, 2.5, -7, x
CCOc1cc(C2C(C#N)=C(N)Oc3n[nH]c(C)c32)ccc1OCCN1CCOCC1 (stereo not drawn)
→ -7, x, 13, 9, -15, x, x, -1
OC(c1cccc(F)c1)c1ncc(-c2ccc(Oc3ccccc3)cc2)[nH]1 (stereo not drawn)
→ -1, -2, x, -1, -7, 0.1, -169, 0
O=C(C[C@@H]1CC[C@H](NC(=O)C2CC2)[C@@H](CO)O1)NCc1ccccc1Cl
→ x, 0, -2, -1, -3, 1.6, 1, -3
O=C(NCCc1ccccc1)C(=O)N/N=C/c1ccc2c(c1)OCO2
→ 2, x, 5, 6, 2, x, x, 1
N#Cc1nc(Cc2ccccc2)oc1NCc1ccccc1Cl
→ -3, x, -21, -2, 9, x, x, 3
COc1cc(C2Nc3cccc4cccc(c34)N2)ccc1OC(C)=O
→ 1, x, 56*, -1, 15, x, x, -3
CCn1c(SCC(=O)NC)nnc1C(C)C
→ -7, x, 1, 2, -2, x, x, -2
CCCn1c(SCC(=O)N2N=C3/C(=C/c4ccc(OC)cc4)CCCC3C2c2ccc(OC)cc2)n[nH]c1=O (stereo not drawn)
→ -6, 2, 3, 4, 0, 0.9, -11, -4
CCOC(=O)C(C(=O)N1CCOCC1)C1CCCCC1 (stereo not drawn)
→ 7, x, -1, 0, 2, x, x, -1
O=C(NCc1ccc(F)cc1)[C@H]1[C@H](CO)[C@H]2Cn3c(cccc3=O)[C@@H]1N2Cc1ccncc1
→ -4[16.7 µM], -3, 1, -2, 4, -0.2, -5, -1
Cc1nnsc1C(=O)Nc1ccc(S(=O)(=O)N2CCCCC2)cc1
→ -2, 6, -1, 0, 2, x, -14, -4
CCOC(=O)CN(C(=O)CSc1nnc2c(n1)[nH]c1ccc(F)cc12)c1ccccc1
→ x, x, -11, -2, -8, x, x, 2
C[C@H]1CN([C@@H](C)CO)C(=O)c2cccc(NC(=O)Nc3ccc4c(c3)OCO4)c2O[C@@H]1CN(C)Cc1ccccc1
→ x, -1, 10, x, x, 0.3, 26, x
C=CCn1c(SCC(=O)c2ccc(NS(=O)(=O)c3ccccc3)cc2)nnc1-c1cccs1
→ 3, x, -1, -3, -8, x, x, -3
CCN(CC)c1ccc(CNc2nnnn2C)cc1
→ 9, 2, -16, -3, 9, x, -8, -8
CC(C)C(=O)Nc1ccc(NC(=S)NC(=O)c2ccc([N+](=O)[O-])cc2)cc1
→ 2, x, -16, 0, 1, x, x, 1
CC(C)CC#Cc1ccc2c(c1)O[C@@H](CN(C)C(=O)c1cccnc1)[C@H](C)CN([C@@H](C)CO)S2(=O)=O
→ 12[16.7 µM], 1, 2, 7, -5, -0.2, -18, 5

# Of the compounds above, 3 contain a cyano group.
# Each structure is followed by: miR122 inh, ERAP1 inh, PGC1a acetyl inh, Cneo AK release, RAD54 branch, E-sel inducer, RAD52 inh, PglD DTNB
CN1CCc2c(C#N)c(N3CCOCC3)nc(NCC3CCCO3)c2C1 (stereo not drawn)
→ 0, x, 11, -2, -3, x, -17, 6
CCOc1cc(C2C(C#N)=C(N)Oc3n[nH]c(C)c32)ccc1OCCN1CCOCC1 (stereo not drawn)
→ -7, x, 13, 9, -15, x, x, -1
N#Cc1nc(Cc2ccccc2)oc1NCc1ccccc1Cl
→ -3, x, -21, -2, 9, x, x, 3
